Tb PFK inh – qHTS Assay to Find Inhibitors of T. brucei phosphofructokinase. ATP-dependent 6-phosphofructokinase (Trypanosoma brucei brucei), O15648. T. brucei PFK, ADP-Glo luminescence. Potency, µM (titrated, usually from 57.5 µM), without a hit: top-dose activity, negative = inhibition, most hits filed as inhibitors. 330,000 compounds, 0.17% hits;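 also: potency is read from the fitted curve at half-maximal effect; 0% = uninhibited 1x PFK enzyme wells and -100% = no-enzyme wells; nearly all actives have a fitted effect of over 60% in size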
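PFK 1.25 nM, F6P 0.5 mM, ATP 0.1 mM, 0.1 M TEA pH 8.0, 5 mM MgCl2, 0.01% Tween20, 0.1% BSA; 45 min RT. ADP-Glo readout. qHTS titration up to 57 uM; curves fitted, compounds curve-classed.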
Gal4-VP16 FLuc – VP16 counterscreen qHTS for inhibitors of ROR gamma transcriptional activity | AID 2546, 2010 | Drosophila S2 Gal4-VP16 UAS-luciferase, luminescence, 20 h | Potency, µM (top dose mostly 53.6 µM), inactives show at the top dose activity, negative = inhibition, usual class: inhibitors | 310,000 compounds, 3.5% hits;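 also: Gal4-VP16 expression switched on by copper sulfate through the metallothionein promoter; potency is read from the fitted curve at half-maximal effect; % is scaled to controls: 0 for no effect and ±100 for the full control effect; nearly all actives have a fitted effect of over 50% in size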
Rab9 prom act – qHTS Assay for Rab9 Promoter Activators; Potency, µM (highest dose often 9.22 µM), for the others: at the top dose activation, negative = inhibition, actives largely listed as activators; Huh7 Rab9 promoter-luciferase reporter, luminescence, 24 h; 320,000 compounds, 2.8% hits; also: potency is read from the fitted curve at half-maximal effect; % of control where 0% means no effect; nearly all actives have a fitted effect of over 60% in size
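Huh7 reporter line, Rab9 promoter upstream of luciferase. Compound exposure 24 h at 37 °C in reduced-serum medium with 10% FBS. Read-out: luminescence.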
BRCA1 expr up – qHTS Assay to Identify Small Molecule Activators of BRCA1 Expression. MCF7-BRCA1-FFLuc reporter, luminescence, 48 h; response scale: scaled: vehicle 0%, 10 µM genistein 100%. Potency, µM (doses to about 46.1 µM), inactives show top-dose activation, usual class: activators. 380,000 compounds, 1.1% hits. AID 624202, 2012; also: potency is read from the fitted curve at half-maximal effect; nearly all actives have a fitted effect of over 80% in size; some results filed as inactive show a strong effect at the top dose
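Compounds are tested at multiple concentrations on MCF7 BRCA1-luciferase reporter cells seeded at 2000 per well; after 48 h, a single luminescence end-point is taken and curves fitted to the normalized data.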
TRPV1 ag – HTS Assay for Compounds that Act as Agonists of the Vanilloid Receptor 1 | TRPV1-expressing cells, Fluo-8 calcium influx, agonist mode | activation, % at 8.33 µM | 320,000 compounds, 0.19% hits | Transient receptor potential cation channel subfamily V member 1 (Homo sapiens), Q8NER1 | AID 540275, 2011; in the data active = activation above about 80%; inconclusive = between about 30% and that limit; also: 0% is about no effect
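Cells expressing TRPV1 were dye-loaded with Fluo-8 and read kinetically: 10 s baseline, 3 min after compound (agonist portion), then 2 min after EC20 capsaicin (allosteric enhancer portion). Calcium-bound dye fluorescence at 480/520 nm.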
NPC1 prom act – qHTS Assay for NPC1 Promoter Activators; Huh7 NPC1 promoter luciferase reporter, 24 h; Potency, µM (highest dose often 9.22 µM), for the others: at the highest dose activation, hits mostly activators; 320,000 compounds, 2.4% hits; AID 485313, 2010;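 also: potency is read from the fitted curve at half-maximal effect; % of control where 0% means no effect; nearly all actives have a fitted effect of over 60% in size; reporter is driven by a mutant NPC1 promoter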
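Luciferase expression driven by the NPC1 promoter was measured in stably transfected Huh7 cells after a 24 h compound incubation, using a luciferase reagent and a luminescence read.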
FLuc counter – qHTS profiling assay for firefly luciferase inhibitor/activator using purifed enzyme and Km concentrations of substrates (counterscreen for miR-21 project) | AID 588342, 2011 | purified FLuc, Km substrates, luminescence inhibition | Luciferin 4-monooxygenase (Photinus pyralis), P08659 | Potency, µM (titrated, usually from 57.5 µM), for inactives: top-dose activity change, negative = inhibition, hits mostly inhibitors | 360,000 compounds, 6.9% hits;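 also: potency is read from the fitted curve at half-maximal effect; plate controls were vehicle for no effect and reference inhibitor for full effect; nearly all actives have a fitted effect of over 55% in size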
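Biochemical qHTS of compounds, final roughly 60 µM downward over six points, against 10 nM purified firefly luciferase using Km concentrations of substrates (10 uM D-luciferin, 10 uM ATP) in Tris acetate pH 7.5 buffer; luminescence output.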
ELG1 genotoxic – qHTS screen for small molecules that induce genotoxicity in human embryonic kidney (HEK293T) cells expressing luciferase-tagged ELG1 | HEK293T ELG1-luciferase reporter, luminescence, 16 h | 330,000 compounds, 1.3% hits | AID 504466, 2011 | Potency, µM (highest dose often 46 µM), inactives show at the top dose activity change, positive = activation, usual class: activators; also: potency is read from the fitted curve at half-maximal effect; % of control where 0% means no effect; nearly all actives have a fitted effect of over 60% in size
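Cells (2,000/well) expressing the ELG1-luciferase fusion are dosed by pin tool and kept 16 hr at 37 °C, 5% CO2. Signal comes from ONE-Glo luciferase reagent after 30 min at room temperature.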
ELG1 repair inh – qHTS screen for small molecules that inhibit ELG1-dependent DNA repair in human embryonic kidney (HEK293T) cells expressing luciferase-tagged ELG1. 330,000 compounds, 2.3% hits. HEK293T ELG1-luciferase reporter, luminescence, 16 h; DNA damage induced by 5-fluorouridine. Potency, µM (highest dose often 46.1 µM), inactives show at the top dose activity change, negative = inhibition, usual class: inhibitors; also: potency is read from the fitted curve at half-maximal effect; % is scaled to controls: 0 for no effect and ±100 for the full control effect; nearly all actives have a fitted effect of over 55% in size
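Step one: seed 2,000 cells per well. Step two: pin-transfer compound or DMSO alongside 5-fluorouridine. Step three: incubate 16 hr, 37 °C, 5% CO2. Step four: add ONE-Glo, wait 30 min, read luminescence.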
RORg inh – qHTS for inhibitors of ROR gamma transcriptional activity. Drosophila S2 Gal4-RORgamma UAS-luciferase reporter, 20 h. Potency, µM (top dose mostly 53.6 µM), for inactives: top-dose activity change, negative = inhibition, actives largely listed as inhibitors. 310,000 compounds, 5.4% hits; also: potency is read from the fitted curve at half-maximal effect; % is scaled to controls: 0 for no effect and ±100 for the full control effect; nearly all actives have a fitted effect of over 60% in size
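In this cell-based reporter format, copper sulfate (700 uM final) drives Gal4–ROR gamma fusion expression from a metallothionein promoter in Drosophila Schneider cells; compounds preincubated 1 hr, reporter read after 20 hr at ambient temperature.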
p53 reactivator – qHTS assay for re-activators of p53 using a Luc reporter; AID 504706, 2011; 320,000 compounds, 0.063% hits; Potency, µM (highest dose often 92.2 µM), for the others: at the top dose activity change, positive = activation, hits mostly activators; H1299 p53-A138V BP100-luciferase reporter, luminescence, 24 h; also: potency is read from the fitted curve at half-maximal effect; % of control where 0% means no effect; nearly all actives have a fitted effect of over 45% in size
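p53-null H1299 cells stably carrying temperature-sensitive p53-A138V and a BP100-luciferase reporter were pinned with compounds (4-point, 1:5 series) and held 24 hrs at 37 deg C. Luminescence was read 10 min after detection reagent.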
Active calls of the source: *; ? = inconclusive; nt = no result given; [ ] = another dose, or the depositor's remark. Unless noted, calls follow the shape of the dose curve; as a rule, active = well fitted curve in the direction sought with a large enough effect; inconclusive = small, poorly fitted or top-dose-only effect, or another doubt; inactive = no such curve, though single readings can be large; an effect the other way counts as inactive or inconclusive.

Values run as follows: Rab9 prom act | Gal4-VP16 FLuc | NPC1 prom act | p53 reactivator | Tb PFK inh | ELG1 genotoxic | TRPV1 ag | FLuc counter | ELG1 repair inh | RORg inh | BRCA1 expr up
COc1ccc(-c2onc(C)c2-c2ccc3c(c2)OCCO3)c(O)c1
→ -7% | -23% | 0% | -7% | -11% | -5% | 21 | -10% | ? | 40% | -2%
Cc1ccc(CN2CC(C(=O)N3CCN(S(=O)(=O)c4cccc(F)c4)CC3)CC2=O)cc1 (configuration not stated)
→ -9% | nt | -4% | -3% | 0% | -5% | 10 | 1% | 5% | nt | -13%
COc1ccccc1NC(=O)c1sc2ncn(Cc3cccc(C)c3)c(=O)c2c1C
→ -8% | 14% | 13% | 4% | -5% | -2% | -3 | 8% | 5% | 10% | -16%
COC(=O)c1[nH]c2ccccc2c1NC(=O)CN1CC(C)OC(C)C1 (configuration not stated)
→ -4% | 2% | -3% | 6% | -2% | -3% | 21 | -2% | 4% | -21% | -16%
CCSc1nnc(-c2ccc(Cl)cc2Cl)o1
→ ? | 2% | 2.5µM* | ? | 2% | 4.1µM* | 9 | 9.5µM* | ? | ? | 99%
O=C(c1ccsc1)N1CCCC(N2CCN(c3cccc(Cl)c3)CC2)C1 (configuration not stated)
→ 5% | 14% | 19% | 3% | 1% | -7% | -3 | -2% | 5% | 21% | 5%
CC1CCCN(C(=S)NCc2ccccc2)C1 (configuration not stated)
→ 1% | 22% | 1% | 20% | -1% | -3% | 22 | -1% | 8% | ? | 0%
COc1ccc(OC)c(CNC(=O)CCN2C(=O)COc3ccccc32)c1
→ -5% | -9% | -1% | -2% | -5% | -3% | 0 | 1% | -1% | -2% | -2%
O=C(CSc1ccc(-c2ccc(F)cc2)nn1)NCC1CCCO1 (configuration not stated)
→ -5% | 5% | -4% | 9% | -8% | -1% | 1 | -7% | -1% | 5% | -30%
CN1[C@@H]2CC[C@H]1CC(OC(=O)C(O)c1ccccc1)C2 (some centres not stated)
→ -3% | nt | -4% | 1% | 0% | 13% | 1 | 4% | 16% | nt | -3%
CC(C)Sc1nc(N)nc(-c2cccs2)c1C#N
→ 2.8µM* | 16% | ? | 19% | -8% | ? | 17 | 17µM* | ? | ? | 4µM*
CCC(C)(C)NC(=O)C(c1ccc(OC)cc1)N(C(=O)CCC(=O)Nc1cc(C)on1)c1ccccc1F (configuration not stated)
→ -2% | 11% | -4% | 1% | 1% | -6% | 0 | 0% | 5% | ? | -25%
CC(C)Cn1c(N)c(C(=O)CSc2cc(Cl)ccc2Cl)c(=O)n(C)c1=O
→ -6% | ? | -1% | -3% | -1% | -7% | -2 | 3% | ? | 21% | nt
CN(Cc1nc2c(s1)CCCC2)C(=O)CCc1nnc(-c2ccccc2)o1
→ 23% | -14% | 14% | 8% | 2% | 16% | 2 | ? | ? | 25% | 53%
O=S(=O)(c1ccccc1)N(Cc1ccccn1)Cc1ccccn1
→ -2% | -6% | -5% | 0% | 0% | -2% | -10 | -3% | 7% | -21% | 6%
CCCCn1c(N)c(N(CCC(C)C)C(=O)COC(=O)c2sccc2C)c(=O)[nH]c1=O
→ -7% | nt | 6% | ? | -9% | 0% | -2 | 3% | -18% | nt | -20%
CCOc1ccc(/C(C)=N/NC(=O)Cn2nc([N+](=O)[O-])cc2C)cc1
→ -2% | -2% | 1% | -4% | -2% | 0% | 17 | 0% | 1% | 2% | -14%
O=C(c1cnccn1)N(c1ccccc1)C1(C(=O)NC2CCCC2)CCCCC1
→ 1% | -1% | 1% | 2% | -7% | 0% | 2 | 7%[2.3 µM] | 6% | -1% | -29%
O=C(NCc1csc(-c2cccs2)n1)c1ccsc1
→ 15% | -10% | 20% | 4% | -2% | 9% | 19 | ? | ? | 20% | 49%
COc1ccc(CCCNC(=O)C2CCC(=O)N(Cc3ccccc3F)C2)cc1 (configuration not stated)
→ 0% | 5% | 3% | ? | -3% | 0% | 4 | -6% | 20% | 17% | 22%
Cc1ccc(C)c(-c2nnc(NC(=O)COc3ccccc3)o2)c1
→ -1% | nt | -2% | -2% | -3% | 0% | -2 | -2% | 10% | nt | -3%
CCCCCCc1nc(C(N)=O)c2[nH]c(=O)n(-c3ccc(OC)cc3OC)c2n1
→ 0% | -3% | -2% | -21% | 1% | -2% | 0 | 1% | ? | 4% | 0%
Cc1nn(-c2ccccc2)c(N2CCCC2)c1/C=N/NC(=O)c1cccc(S(=O)(=O)Nc2ccc(Cl)cc2)c1
→ 1% | -7% | -2% | 1% | 0% | -11% | 2 | -2% | ? | 22%[10 µM] | -30%
O=C(CN1CCN(Cc2ccc(Cl)cc2)C1=O)NCCN1CCCC1
→ -3% | -6% | 1% | -5% | -2% | 0% | -2 | 8% | 1% | -32% | -12%
COc1ccc(N2CCN(Cc3csc(C)c3-c3ccc(C)cc3)CC2)cc1
→ -2% | -7% | -5% | -1% | -1% | -1% | -2 | -1% | -21% | 31% | -41%
COc1ccc(Cl)cc1NC(=O)CN(C)CC(=O)Nc1cccc(S(=O)(=O)N2CCCC2)c1
→ -7% | nt | 1% | -6% | -2% | -11% | 1 | 0% | ? | nt | -30%
CCOc1ccc(C2CC(c3cccc(OC)c3)Nc3ncnn32)cc1 (configuration not stated)
→ 2% | 3% | -1% | -6% | -1% | 1% | nt | -3% | 7% | -28% | 8%
COc1ccc(CCN2CC(C(=O)NCCN3CCOC3=O)CCC2=O)cc1 (configuration not stated)
→ 1% | 5% | 1% | -11% | -5% | -1% | -2 | 2% | 13% | -4% | 6%
COc1cc(-c2nc3n(n2)C(c2cccc(OC)c2OC)C2=C(CCCC2=O)N3)cc(OC)c1OC (configuration not stated)
→ -11% | 0% | -2% | -2% | -3% | 6% | -1 | 0% | ? | 2% | -12%
C=Cn1cc[n+](CC(=O)c2ccc(-c3ccccc3)cc2)c1
→ -5% | -12% | -2% | -2% | -2% | -14% | -4 | -3% | -24% | 29% | -30%

Laid out differently: entries from further up.
structure	Rab9 prom act	Gal4-VP16 FLuc	NPC1 prom act	p53 reactivator	Tb PFK inh	ELG1 genotoxic	TRPV1 ag	FLuc counter	ELG1 repair inh	RORg inh	BRCA1 expr up
CN1[C@@H]2CC[C@H]1CC(OC(=O)C(O)c1ccccc1)C2 (some centres not stated)	-3%	nt	-4%	1%	0%	13%	1	4%	16%	nt	-3%
CC(C)Sc1nc(N)nc(-c2cccs2)c1C#N	2.8µM*	16%	?	19%	-8%	?	17	17µM*	?	?	4µM*

Other structures follow:
Values run as follows: Rab9 prom act | Gal4-VP16 FLuc | NPC1 prom act | p53 reactivator | Tb PFK inh | ELG1 genotoxic | TRPV1 ag | FLuc counter | ELG1 repair inh | RORg inh | BRCA1 expr up
Cc1ccc(S(=O)(=O)Nc2cc(=O)[nH]c(SCC(=O)Nc3ccccc3Cl)n2)cc1
→ -8% | -5% | -12% | -5% | 2% | 1% | 2 | 5% | ? | -1% | -11%
COC(=O)CSc1nnc(C)n1-c1cccc(OC)c1
→ 9% | -2% | 3% | 4% | 2% | -1% | 3 | -7% | -2% | 1% | 8%
COC(=O)c1nn(-c2cccc(Cl)c2)ccc1=O
→ -3% | -9% | 1% | 13% | -1% | 4% | 6 | -1% | 17% | 0% | 6%
O=C(Nc1ccccc1N1CCOCC1)C1CCN(S(=O)(=O)c2ccccc2F)CC1
→ -3% | -5% | -3% | -7% | 1% | -1% | 4 | 3% | -6% | 36% | -16%
Cc1c(Cl)cccc1NC(=S)NC1CCN(C(C)C)CC1
→ -2% | -3% | 0% | 0% | -7% | -1% | 3 | -1% | 1% | -29% | -2%
CNC(=O)n1ccc(C(=O)N2CCCCC2)n1
→ 0% | 3% | 1% | 4% | -4% | 1% | 2 | 2%[2.3 µM] | 5% | -20% | 2%

From PubChem BioAssay
